High-throughput results (PubChem)
TDP1 inh = qHTS Assay for Inhibitors of Tyrosyl-DNA Phosphodiesterase (TDP1); recombinant TDP1, AlphaScreen DNA substrate cleavage; Potency, µM (series often up to 130 µM), for the others: at the top dose activity change, negative = inhibition, usual class: inhibitors; 350,000 tested, 0.28% active; AID 485290, 2010; note: nearly all actives have a fitted effect of over 40% in size
Target sequence (Q9NUW8 whole entry, looked up): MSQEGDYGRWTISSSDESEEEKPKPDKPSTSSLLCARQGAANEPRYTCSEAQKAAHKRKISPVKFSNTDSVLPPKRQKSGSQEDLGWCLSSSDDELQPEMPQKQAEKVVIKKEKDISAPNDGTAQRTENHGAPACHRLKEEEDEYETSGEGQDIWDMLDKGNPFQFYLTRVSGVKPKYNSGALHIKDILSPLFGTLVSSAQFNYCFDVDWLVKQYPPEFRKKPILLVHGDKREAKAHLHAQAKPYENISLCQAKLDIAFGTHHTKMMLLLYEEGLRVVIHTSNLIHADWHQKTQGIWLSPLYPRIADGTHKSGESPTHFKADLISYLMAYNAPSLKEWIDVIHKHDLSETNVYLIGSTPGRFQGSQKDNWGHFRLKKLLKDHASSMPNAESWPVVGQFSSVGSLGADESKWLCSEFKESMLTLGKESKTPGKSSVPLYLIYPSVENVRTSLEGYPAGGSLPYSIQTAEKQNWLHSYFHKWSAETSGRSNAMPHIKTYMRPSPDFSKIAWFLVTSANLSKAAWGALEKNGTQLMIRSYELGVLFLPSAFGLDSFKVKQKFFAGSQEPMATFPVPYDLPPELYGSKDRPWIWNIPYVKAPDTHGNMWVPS
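Recombinant human Tdp1 (E. coli-expressed, 1 nM final) preincubated with compounds 15 min at room temperature, then 5'-biotin/3'-phosphotyrosine-FITC DNA substrate (15 nM final) added for 5 min. AlphaScreen beads (10 ug/ml final) added 10 min; cleavage lowers signal.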
DT40 TDP1 no CPT = qHTS for Inhibitors of human tyrosyl-DNA phosphodiesterase 1 (TDP1): qHTS in cells in absence of CPT. DT40 Tdp1-/- hTDP1 cells, no CPT, ATP luminescence, 48 h. Potency, µM (highest dose often 46.2 µM), for the others: at the highest dose activity change, negative = growth inhibition, actives largely listed as inhibitors. 420,000 tested, 15% active; note: nearly all actives have a fitted effect of over 55% in size
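Camptothecin absent (DMSO only). Human TDP1-complemented DT40 knockout cells, 400 cells/well, 37 °C for minimum 48 hr; ATP measured via CellTiter-Glo, 30 min dark incubation, luminescence.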
TDP1 cell CPT = qHTS for Inhibitors of human tyrosyl-DNA phosphodiesterase 1 (TDP1): qHTS in cells in presence of CPT. chicken DT40 Tdp1-/-;hTDP1 cells + 20 nM CPT, ATP luminescence, 48 h. Potency, µM (series often up to 46.2 µM), for the others: top-dose activity change, negative = growth inhibition, hits mostly inhibitors. 420,000 tested, 12% active; note: nearly all actives have a fitted effect of over 55% in size
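Chicken DT40 Tdp1-/- cells stably complemented with human TDP1 were seeded at 400 cells/well in medium containing 20 nM camptothecin, exposed to pin-transferred compounds, and grown at 37 °C for at least 48 hr. Viability was read as ATP luminescence.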
Numbers without * were called inactive; ? = inconclusive; / = no result given; & = joins results of further samples; [ ] = another dose, or the depositor's remark. Calls come from the whole dose curve; as a rule, active = well fitted curve in the direction sought with a large enough effect; inconclusive = small, poorly fitted or top-dose-only effect, or another doubt; inactive = no such curve, though single readings can be large; an effect the other way counts as inactive or inconclusive. % is set by controls: 0 for no effect and ±100 for the full control effect; potency is the fitted concentration of half-maximal effect.

SMILES	TDP1 inh	DT40 TDP1 no CPT	TDP1 cell CPT
CCOC(=O)c1c(C)[nH]c(C)c1S(=O)(=O)N(C)CC(=O)Nc1ccc(CC)cc1	11%	-20%	-27%
CCCNC(=O)CCCN1C(=O)CCn2nc(-c3cccn3C)cc21	10%	10%	6%
COc1ccc(-c2sc3ccc(OC)cc3c2C#Cc2ccccn2)cc1	/	18µM*	?
COc1cccc(/C=N/N2CCN(C3c4ccccc4-c4ccccc43)CC2)c1O	6%	16µM*	?
COc1ccc(NC(=O)CSc2nc3nc(C)c(Cc4ccc(C)cc4)c(C)n3n2)cc1OC	8%	?	?
COc1ccc(-c2nc(-c3cc4cc(Br)ccc4oc3=O)cs2)cc1	4%	-16%	-21%
CNNC(=S)Nc1ccc(Cl)cc1	-2%	-8%	2%
O=S(=O)(c1ccc(Cl)cc1)c1nnn2c1nc(N1CCCCC1)c1sccc12	3%	16µM*	21µM*
COC(CNC(=O)Cn1ncc2ccsc2c1=O)OC	-2%	-4%	-3%
O=C(CNC(=O)c1ccccc1)OCC(=O)c1ccc2ccccc2c1	2%	-4%	-12%

Next section, overlapping the part above by 3 compounds.
SMILES	TDP1 inh	DT40 TDP1 no CPT	TDP1 cell CPT
O=S(=O)(c1ccc(Cl)cc1)c1nnn2c1nc(N1CCCCC1)c1sccc12	3%	16µM*	21µM*
COC(CNC(=O)Cn1ncc2ccsc2c1=O)OC	-2%	-4%	-3%
O=C(CNC(=O)c1ccccc1)OCC(=O)c1ccc2ccccc2c1	2%	-4%	-12%
CCc1cc(C(=O)/C=C/c2cc3c(cc2C)OCCO3)c(O)cc1O	/	11µM*	13µM*
c1cncc(C2OCC3(CO2)COC(c2cccnc2)OC3)c1 (stereo not given)	4%	0%	-9%
COc1ccc(S(=O)(=O)N[C@@H](CC(C)C)C(=O)O)cc1	2%	-4%	-9%
CC(Sc1ncnc2sccc12)C(=O)Nc1ccc(S(N)(=O)=O)cc1 (stereo not given)	0%	?	4%
CCC(C(=O)OCC(=O)Nc1c(Cl)cccc1Cl)c1ccccc1 (stereo not given)	3%	?	-19%
CCCCn1nc(C(=O)Nc2cccc(C(=O)NC3CC3)c2)c2ccccc2c1=O	-1%[56.1 µM]	?	?
COc1cc(OC)cc(C(=O)NCC(C)NC(=O)c2cc(OC)cc(OC)c2)c1 (stereo not given)	/	-26%	30%
CN(C)S(=O)(=O)c1cccc(NC(=O)c2ccc(OC(F)(F)F)cc2)c1	3%	?	?
Cc1ccc(C)c(C(C)NC(=O)CC#N)c1 (stereo not given)	3%	-1%	-12%
O=C(NN=C(Cc1ccccc1)Cc1ccccc1)c1ccccc1O	3%	?	?
CCCCCCCCCCCCCCC[C@@H](O)[C@H](CO)NC(C)=O	9%&7%	6%[4.12 µM]	8%[4.12 µM]
COc1ccc(NC(=O)COC(=O)/C=C/c2cnc3ccccc3n2)cc1	5%	3%	15%
COc1cc(/C=N/n2nnnc2N)ccc1OC(C)=O	2%	-28%	-5%
COc1cc(NC(=O)C(=O)N2CCN(C)CC2)c(OC)cc1Cl	6%	-2%	-3%
CC(=O)Nc1cccc(-c2nc3ccccc3c(=O)o2)c1	3%	-6%	6%
CCN1C(=O)[C@H]2[C@@H](c3ccc(Cl)cc3)N3C(=O)CN(Cc4ccccc4)C(=O)[C@@]3(C)[C@H]2C1=O	/	-2%	1%
CC(C)NC(=O)c1nc2c(nnn2Cc2cccc(Cl)c2)c(=O)[nH]1	/	-4%	1%
Cc1nc2nc(SCC(=O)NCc3ccco3)nn2c(C)c1Cc1ccccc1	0%	-23%	-19%
Cc1cc(C)c(N=C2SCC(=O)N2Cc2ccco2)c(C)c1	/	-14%	0%
COc1ccc(CCNC(=O)c2ccc(CSCc3ccc(C)cc3)o2)cc1OC	8%	23µM*	15µM*
CCOC(=O)N1CCN(C(=S)Nc2ccc(C)cc2C)CC1	4%	0%	-11%
CC[C@@H](C)C(NC(=O)OC(C)(C)C)c1cn([C@@H](Cc2ccc(O)cc2)C(=O)N2CCN(C(=O)OC(C)(C)C)CC2)nn1 (stereo not given in full)	3%	?	?
CCCCCCN1C[C@@H](O)[C@H](n2cc(COC(=O)c3ccccc3)nn2)C[C@@H]1c1ccc(C)cc1	/	21µM*	21µM*
Cc1ccc(C(=O)CC(c2cccs2)S(=O)(=O)c2ccc(C)cc2)cc1 (stereo not given)	6%	15µM*	?
Cc1nc2scc(C)n2c(=O)c1S(=O)(=O)N1CCN(c2ccc([N+](=O)[O-])cc2)CC1	0%	8%	-2%
S=C(NCCCCc1ccccc1)NCc1ccccc1	2%	6%	-8%
O=C(NCCCn1ccnc1)Nc1ccc(Cl)cc1Cl	7%	-11%	-18%
COc1ccc(S(=O)(=O)N(Cc2nc(-c3ccc(C)cc3)no2)C2CCCCC2)cc1	2%	7.3µM*	8.2µM*
Cc1cccc(C(=O)NCCc2csc(C)n2)c1	5%	0%	26%
Cc1ccccc1C(=O)N1CCC(C(N)=O)CC1	2%	-14%	11%

Whole records from above.
Record of `CC(C)NC(=O)c1nc2c(nnn2Cc2cccc(Cl)c2)c(=O)[nH]1` → TDP1 inh = /; DT40 TDP1 no CPT = -4%; TDP1 cell CPT = 1%
Record of `Cc1ccc(C)c(C(C)NC(=O)CC#N)c1` (stereo not given) → TDP1 inh = 3%; DT40 TDP1 no CPT = -1%; TDP1 cell CPT = -12%
Record of `COc1cccc(/C=N/N2CCN(C3c4ccccc4-c4ccccc43)CC2)c1O` → TDP1 inh = 6%; DT40 TDP1 no CPT = 16µM*; TDP1 cell CPT = ?

Next section.
SMILES	TDP1 inh	DT40 TDP1 no CPT	TDP1 cell CPT
CC(=O)c1cccc(-c2cnc3c(NC=O)cc(-c4ccc(N(C)C)cc4)cn23)c1	/	8.2µM*	7.3µM*
CCCCN(CC)C(=O)c1nn(-c2ccc(OC)cc2)c(=O)c2c1c1ccccc1n2C	-2%	23µM*	?
CCC1Sc2ccccc2N(CC(=O)NCCC2=CCCCC2)C1=O (stereo not given)	1%	?	?
O=C(/C=C/c1ccc(OCc2ccccc2)c(OCc2ccccc2)c1)c1cccnc1	5%	12µM*	?
CC(=O)Nc1ccc(S(=O)(=O)NCCc2csc(C)n2)cc1	-3%	-17%	1%
CCOC(=O)c1c(-c2ccccc2)oc2ccc(N(C(C)=O)S(=O)(=O)c3ccc(CC)cc3)cc12	/	5.8µM*	16µM*
C[C@H](N)CCP(=O)(O)O	-2%	-19%	-1%
CCn1cc(C(=O)OCC(=O)c2cc(C)n(-c3ccccc3F)c2C)c(=O)c2ccc(C)nc21	8%	?	?
O=C(COC(=O)c1ccccc1SCC(=O)NC1CCCCC1)NC1CCCCC1	3%	-15%	3%
COc1ccc(S(=O)(=O)ON=C2CC(C)(C)N(C(C)=O)C(C)(C)C2)cc1	-11%	6%	-12%
COC(=O)c1ccc(OC)c(CSc2nnc(COc3ccc(Cl)cc3)o2)c1	0%	-27%	-20%
C=CCNC(=O)c1sccc1Oc1ccc(F)cc1[N+](=O)[O-]	6%	4%	5%
CC(CCN1CCN(c2ccc(F)cc2)CC1)c1ccccc1 (stereo not given)	/	?	-4%
CC(=O)Cn1cnc2scc(-c3ccc(C)c(C)c3)c2c1=O	2%	?	-16%
Cc1ccc(F)cc1C(=O)N1CCCCC1c1cc(C(=O)NCc2ccccc2)no1 (stereo not given)	/	?	13µM*
NC(=O)N/N=C/c1ccccc1OCc1cccc2ccccc12	4%	-28%	-1%
COc1cc(OC)c(NC(=O)C2CCN(C(=O)c3sc4nc[nH]c(=O)c4c3C)CC2)cc1Cl	7%	-23%	-13%
Cc1ccc(CN(C(=O)c2cc3ccccc3oc2=O)C2CCS(=O)(=O)C2)cc1 (stereo not given)	5%	-10%	-3%
CC(=O)c1ccc2oc3ccccc3c(=O)c2c1	/	-17%&-18%	14%&-10%
Cc1cc(Cl)c(OCCCn2cncn2)c(Br)c1	3%	-26%	-8%
O=C(Nc1ccc(OC(F)F)cc1)Nc1cccc(C(F)(F)F)c1	4%	4.6µM*	3.7µM*
COc1ccc(CNC(=O)CCCN2C(=O)COc3ccc(C)cc32)cc1	4%	-19%	?
O=C(COC(=O)c1cc2ccccc2cc1O)NCc1ccccc1	0%	-10%	2%
C=CCn1c(SCCCc2ccccc2)nc2c1c(=O)[nH]c(=O)n2C	-3%	26µM*	?
CC(=O)Nc1ccc(NC(=O)c2cc(-c3ccccc3)nc3ccccc23)cc1	5%	12µM*	?
CC(CCc1ccccc1)NC(=O)CCCn1ncn2c(cc3occc32)c1=O (stereo not given)	1%	-10%	-1%
CCC(=O)Nc1c2c(nn1-c1ccc(OC)cc1)CSC2	4%	10%	10%
COc1ccc2c(C)cc(SCC(=O)NCC3CCCO3)nc2c1 (stereo not given)	0%[56.1 µM]	2%	-26%
CCN(CC)S(=O)(=O)c1ccc(NC(=O)CC(NC(C)=O)c2ccccc2)cc1 (stereo not given)	-5%	-6%	-26%
CC1C(=O)N2CCCc3cc(S(=O)(=O)N4CCC(C(N)=O)CC4)cc1c32 (stereo not given)	-10%&5%	20%&-21%	-1%&13%
Cc1ccc(OCC(=O)Nc2nc(-c3ccc(Br)cc3)ns2)cc1	4%	?	-30%
O=C(CCNS(=O)(=O)c1ccccc1)N1CCOCC1	0%	22%	-13%
COc1cc(NC(=O)CSc2nnc3ccccn23)cc(OC)c1OC	/	-11%	8%
O=C(NNc1nc(-c2ccc(Br)cc2)cs1)c1ccco1	-3%	16µM*	18µM*
Cc1nc(Cl)cc(N/N=C/c2ccc(O)cc2)n1	5%	?	3%
O=C(Nc1ccc(Cl)cc1)C1CCN(C(=O)NC2CCCCC2)CC1	-2%	-4%	-26%
COc1cc(NC(=O)c2ccc(-c3ccc(F)c(F)c3)c3ccoc23)cc(OC)c1OC	/	4.1µM*	4.1µM*
CCOC(=O)c1ccc(NC(=O)NC(C)C2CCCO2)cc1 (stereo not given)	2%	10%	1%
Cc1ccc2oc(-c3cccc(NC(=S)NC(=O)c4cccs4)c3)nc2c1	1%	?	?
CCOC(=O)C(NCCc1ccccc1)(NC(=O)CC)C(F)(F)F (stereo not given)	0%	-27%	-21%
CCOc1ccccc1CNC(=O)c1cc2oc3ccccc3c2n1CC	3%&9%	18µM*	26µM*
CC(C)CC1=C/C(=C/c2ccc(-c3ccccc3)o2)C(=O)O1	5%	16µM*	?
CN1C(C(=O)NCCc2cccs2)CC2Cn3c(nc4ccccc43)C21 (stereo not given)	2%	21%	4%
CCCCN(CC)CCCNC(=O)c1ccc(CS(=O)(=O)c2ccccc2C)o1	/	24%	-4%
CCCCCCn1c(N)c(C#N)c2ccc([N+](=O)[O-])cc2c1=O	-1%	-28%	-11%
COc1ccc(CC(N)c2csc(Nc3cc(NCc4ccco4)ncn3)n2)cc1 (stereo not given)	/	13µM*	?
CCCCC(=O)Nc1nnc(S(=O)(=O)N(C)Cc2ccccc2)s1	1%	-1%	27%
COc1ccc(OC)c(NC(=O)CN2C(=O)COc3ccc(S(=O)(=O)N4CCCC4)cc32)c1	4%	?	?
CC(=O)Nc1ccc(Cl)cc1C(=O)O	6%	-7%	2%
COc1ccccc1NC(=O)c1cccc(N2C(=O)C3C4C=CC(C4)C3C2=O)c1 (stereo not given)	3%	2%	-16%

(continued)
SMILES	TDP1 inh	DT40 TDP1 no CPT	TDP1 cell CPT
Cc1cc(N/N=C/c2ccc(O)cc2O)c2ccccc2n1	5%	-13%	-8%
NC(=O)c1cccc(S(=O)(=O)N2CC(c3ccccc3)CC2=O)c1 (stereo not given)	5%	?	?
CC(=O)c1ccc(N2CCN(S(=O)(=O)c3cn(C)cn3)CC2)cc1	0%	14%	-15%
COc1ccccc1Cc1c(-c2ccc(OC)c(OC)c2)nc2ccc(C)cn12	/	23µM*	?
COc1ccc(S(=O)(=O)Nc2ccc(O)c3ccccc23)cc1	4%	4.6µM*	3.3µM*
O=C(COC(=O)C1CCN(S(=O)(=O)c2cccs2)CC1)Nc1ccc(F)cc1Cl	0%	-5%	21%
FC(F)(F)c1ccc(-c2noc(CN3CCCN(C4CCCCC4)CC3)n2)cc1	-3%	21µM*	21µM*
COc1ccc(NC(=O)CCN2CCCCC2)cc1	1%	-3%	-21%
CNc1nc2sc3c(c2c(=O)n1C)CC(C)(C)SC3	2%	?	-30%

Three neighbouring entries out of the list so far, quoted:
SMILES	TDP1 inh	DT40 TDP1 no CPT	TDP1 cell CPT
NC(=O)c1cccc(S(=O)(=O)N2CC(c3ccccc3)CC2=O)c1 (stereo not given)	5%	?	?
CC(=O)c1ccc(N2CCN(S(=O)(=O)c3cn(C)cn3)CC2)cc1	0%	14%	-15%
COc1ccccc1Cc1c(-c2ccc(OC)c(OC)c2)nc2ccc(C)cn12	/	23µM*	?
